From PubChem BioAssay
FXIa inh – human FXIa protease inhibitors, primary screen, biochemical, 1536-well. Coagulation factor XI (Homo sapiens), P03951. purified FXIa, Boc-Glu-Ala-Arg-AMC fluorogenic substrate. inhibition, % at 5 µM. 0.14% of 220,000 active. AID 798, 2007;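 active = inhibition of at least 40%; inactive = inhibition below 40%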;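 also: fluorescence of freed AMC excited at 355 nm; 0% = enzyme without compound and 100% = no enzyme blank; many of its hits are not listed in these tables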
FXIIa inh – human FXIIa protease inhibitors, primary screen, biochemical, 1536-well; purified FXIIa, Boc-QGR-AMC fluorogenic substrate, 2 h; Coagulation factor XII (Homo sapiens), P00748; inhibition, % at 5 µM; 0.3% of 220,000 active; in the data active = inhibition above about 40%;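 also: 0% = enzyme with no compound and 100% = blank without enzyme; many of its hits are not listed in these tables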
Target sequence (P00748 20-372 limits assumed): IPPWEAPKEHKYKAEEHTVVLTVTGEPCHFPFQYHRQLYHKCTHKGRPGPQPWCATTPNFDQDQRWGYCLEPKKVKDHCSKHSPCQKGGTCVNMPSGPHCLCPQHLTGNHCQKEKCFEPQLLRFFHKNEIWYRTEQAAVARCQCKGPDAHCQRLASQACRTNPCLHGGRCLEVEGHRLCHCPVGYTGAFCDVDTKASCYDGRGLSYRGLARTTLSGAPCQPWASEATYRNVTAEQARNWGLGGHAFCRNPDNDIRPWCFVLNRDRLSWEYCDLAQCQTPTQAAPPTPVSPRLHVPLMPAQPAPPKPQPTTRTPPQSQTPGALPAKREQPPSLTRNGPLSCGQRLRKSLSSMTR
Target sequence (P00748 373-615 limits assumed): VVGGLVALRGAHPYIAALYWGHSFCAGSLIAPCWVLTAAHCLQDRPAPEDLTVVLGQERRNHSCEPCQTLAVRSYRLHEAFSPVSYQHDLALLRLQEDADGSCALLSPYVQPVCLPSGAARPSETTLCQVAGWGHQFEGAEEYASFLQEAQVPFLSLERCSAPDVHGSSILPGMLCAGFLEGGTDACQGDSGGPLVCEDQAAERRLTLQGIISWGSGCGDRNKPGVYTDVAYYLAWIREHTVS
Calpain2 inh – inhibitors of pig calpain II, primary screen, biochemical, fluorogenic peptide substrate, 1536-well; inhibition, % at 16 µM; AID 1236, 2008; purified calpain II, 30 min; 0.37% of 220,000 active;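 active = inhibition above about 50%, limit read from the data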
KLK5 inh – human KLK5 protease inhibitors, primary screen, biochemical, 1536-well; recombinant hK5, fluorogenic AMC substrate cleavage; inhibition, % at 5 µM; 0.59% of 210,000 active; AID 873, 2007;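 active = inhibition of 40% or more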;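 also: 0% = enzyme controls without compound and 100% = no-enzyme blanks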
Thrombin inh – human alpha-thrombin inhibitors, primary screen, counter-screen for coagulation protease inhibitor project, biochemical, 1536-well, fluorogenic AMC substrate; Prothrombin (Homo sapiens), P00734; Boc-VPR-AMC fluorogenic substrate cleavage; inhibition, % at 5 µM; 0.26% of 220,000 active;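 active = inhibition at or above 40%; inactive = inhibition below 40%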;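 also: 0% = enzyme with no compound and 100% = wells without enzyme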
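Test system: human alpha-thrombin protein / Dosing: one concentration per compound, 5 µM, with 0.2% DMSO / Medium: pH 7.5 Tris-saline with Tween 20 / Benchmarks: no-compound enzyme wells and no-enzyme blanks / Read-out basis: percent inhibition of thrombin substrate cleavage / Timing: reaction at room temperature / Measured by: fluorescence, ex 355 nm, em 460 nm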
Furin inh – human furin inhibitors, primary screen, biochemical, fluorescence intensity; purified furin, fluorogenic substrate cleavage; inhibition, % at 30 µM; 0.061% of 220,000 active; in the data active = inhibition above about 25%; also: inactives centre near -15
PERK inhibitor – block of dimerizer-induced PERK translation repression, primary screen, PERK inhibitor project, CHO PERK-DD cells, SEAP luminescence, HTS; CHO PERK-DD fusion, SEAP luminescence translation reporter; inhibition, % at 5.6 µM; 0.17% of 220,000 active; AID 1416, 2008;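 active = inhibition above the mean inhibition of all tested compounds plus 3 SD, set separately per screening campaign, cut at about 2.9% in these data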;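 also: PERK kinase domain activated by AP20187 dimerizer at 100 nM; 0% = DMSO with dimerizer and 100% = rapamycin at 8.4 µM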
Rad51 HR inh – human RAD51 strand exchange inhibitors, primary screen, biochemical, fluorescence; 0.085% of 200,000 active; DNA repair protein RAD51 homolog 1 (Homo sapiens), Q06609; AID 1385, 2008; inhibition, % at 10 µM; hRad51 DNA strand exchange, fluorescence dequenching;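 active = inhibition above 40% at the single screening dose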;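 also: 0% = DMSO control wells and 100% = blanks with heterologous ssDNA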
Target sequence (Q06609 whole entry, looked up): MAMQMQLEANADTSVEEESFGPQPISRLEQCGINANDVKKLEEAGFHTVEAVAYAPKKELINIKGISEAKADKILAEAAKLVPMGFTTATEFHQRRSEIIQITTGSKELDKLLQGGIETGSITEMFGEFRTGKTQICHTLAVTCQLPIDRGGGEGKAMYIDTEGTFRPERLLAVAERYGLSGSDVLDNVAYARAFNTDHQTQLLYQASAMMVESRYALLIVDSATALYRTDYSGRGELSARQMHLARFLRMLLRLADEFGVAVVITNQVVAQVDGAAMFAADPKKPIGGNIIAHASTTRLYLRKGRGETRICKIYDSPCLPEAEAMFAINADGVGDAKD
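Test system – preformed human Rad51 ssDNA filaments · Reagent – Donor/quencher-labelled 47-bp dsDNA substrate · Incubation – 37 °C 15-min filament assembly, 30-min compound preincubation, 15-min exchange · Signal – FRET fluorescence dequenching, excitation 485 nm, emission 520 nm · Read-out – percent inhibition from fluorescence, normalised to plate control and blank means · Benchmarks – plate control and blank wells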
Cl transport mod – KCC2 cotransporter modulators, thallium flux, primary screen, cell-based, HEK293 KCC2, FluoZin-2 fluorescence, MLSMR; KCC2 cells, thallium flux FluoZin-2 fluorescence; B-score of Tl+ flux slope (higher = more flux/activation; lower = inhibition) at 10 µM; 2.2% of 190,000 active; AID 1456, 2008;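 active = thallium flux slope and its plate-corrected score both differing from the plate sample mean at a set confidence after two filtering rounds, in either direction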;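 also: slope of fluorescence scaled to starting intensity during 10 to 20 s after thallium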
Starred values were filed as active, the others as inactive; i = inactive; . = no result given; [ ] = another dose, or the depositor's remark. An excerpt. The share of hits here may be higher or lower than overall.

SMILES	FXIa inh	FXIIa inh	Calpain2 inh	KLK5 inh	Thrombin inh	Furin inh	PERK inhibitor	Rad51 HR inh	Cl transport mod
O=C(Nn1c(C2CCCCC2)nc2ccccc2c1=O)c1ccc([N+](=O)[O-])cc1	4	8	25	-19	-2	-12	1.3	-13	-0.15
Nc1cc(=O)[nH]c(SCC(=O)Nc2cccc(Cl)c2Cl)n1	-1	5	1	6	-7	-23	1.1	-97	-0.8
Cc1ccc(/C=C/C(=O)c2ccc(C)cc2)cc1	-3	7	10	-12	-5	-19[20 µM]	-0.5	2	0.57
CCN(CCC#N)c1ccc(/C=N/Nc2nc(C)cc(=O)[nH]2)c(C)c1	-1	10	-166	-11	-10	4	0.2	2	0.28
Cc1ccc(C(=O)Oc2coc(CSc3nnc(NC(=O)C4CC4)s3)cc2=O)cc1C	7	20	3	-7	-6	-10	2.0	-5	-0.44
O=C(CC1C(=O)NCCN1Cc1cccc(Oc2ccccc2)c1)NCCc1cscn1 (stereo unspecified)	-1	5	-50	0	0	-7	0.6	6	-0.023
O=C(COC(=O)CNC(=O)c1ccccc1Cl)Nc1ncc(C(F)(F)F)cc1Cl	10	14	-2	-10	-8	-9	0.6	1	-1.8
CCCNC(=O)N1CCN(S(=O)(=O)c2ccc(C)cc2)CC1	1	14	17	-22	2	-24	0.1	-1	-0.0062
Cc1ccc(-c2nc(=S)c3c(n2CC2CCCO2)CC(C)(C)OC3)cc1 (stereo unspecified)	14	24	14	21	8	-12[20 µM]	-1.1	-8	.
COc1ccc(CCN(Cc2cc3cc(C)c(C)cc3nc2Cl)C(=O)C2CC2)cc1	-1	14	-8	5	1	-14[20 µM]	1.3	4	-0.68
CCn1c(CSc2nc3ccccc3s2)nnc1SCC(=O)c1ccc(O)c(O)c1	1	13	-150	-1	2	-18[20 µM]	-0.7	10	-1.1
COc1cccc(C(=O)N/N=C2\SCC(=O)N2Cc2ccc3c(c2)OCO3)c1	0	16	-16	-39	3	-12[20 µM]	-1.0	-2	.
CCN1CCN(C(=O)C2c3cc(OC)c(OC)cc3C(=O)N(C)C2c2ccc(SC)cc2)CC1 (stereo unspecified)	3	4	-4	-28	-3	-9[20 µM]	-0.9	5	0.74
COc1ccc(-c2nc(C#N)c(NCCc3ccccc3)o2)cc1OC	-4	10	-463	-18	-5	-31	-1.4	-1	.
O=S(=O)(c1cccc(F)c1)N1CCN(Cc2ccc3c(c2)OCO3)CC1	-11	-6	42	-26	-11	-10[20 µM]	-0.1	2	.
CCCCOc1ccccc1C1C(C(N)=O)=C(C)Nc2nnnn21 (stereo unspecified)	3	9	-1	16	-4	-18[20 µM]	0.3	4	.
COc1ccc(-n2nnnc2S(=O)(=O)CC(=O)N2CCCCC2)cc1	4	11	7	-5	4	-28	0.1	7	.
CCOc1ccc(-c2nnc(SCC(=O)N(CC)CC)n2N)cc1	18	15	6	14	0	-29	1.0	0	0.11
COc1ccc(CCNC(=O)c2nnc(Cc3ccc(Cl)cc3)o2)cc1OC	-8	2	9	-2	-3	-20	-0.7	-4	-0.54
CCSc1ncnc2c1oc1ccccc12	-7	10	-4	-7	-4	-19	1.2	-3	-1.3
C=CCC(CC=C)(NC(=O)c1cccc(C)c1)c1ccccc1	-8	-7	16	-18	-11	-3	-0.6	-1	0.4
COc1ccc2nc(SCC(=O)Nc3nccs3)[nH]c2c1	20	16	32	14	1	-12	-1.5	1	0.46
O=C(N/N=C/c1coc2ccccc2c1=O)c1cc2ccccc2o1	11	26	23	7	9	-16	0.9	7	5.5*
C=CCn1c(SCC(=O)N2CCOCC2)nc2sc3c(c2c1=O)CCCC3	-1	15	-12	-14	-8	-13[20 µM]	-1.3	7	-0.52
C=CCOc1cccc(C2/C(=C(/O)c3ccc(C)cc3)C(=O)C(=O)N2CCN2CCOCC2)c1 (stereo unspecified)	-2	-2	3	-4	-10	-9	0.6	-2	.
COc1cc(C)c(C(N)=O)c(OC)n1	9	14	8	9	2	-18	0.9	3	0.16
O=C(N/N=C/c1c(Cl)cccc1Cl)c1ccc(F)cc1	-3	5	6	-9	-1	-19[20 µM]	0.9	.	0.26
O=C(CSc1nc2ccccc2n1CCc1ccccc1)N1CCOCC1	1	7	-13	-9	-7	-15	-0.7	2	0.44
COc1ccc(C2c3[nH]c4ccccc4c3CCN2Cc2cccn2-c2ncccn2)cc1C (stereo unspecified)	-2	5	-72	0	-6	-13	-0.9	-6	0.29
COC(C[C@@H]1O[C@@H]1C(=O)COCc1ccccc1)OC	35	28	14	33	14	-4	.	2	0.43
N#Cc1ccc(NC(=O)Nc2cccc(C#N)c2)cc1	3	6	21	2	0	-2	-0.9	.	-1.3
COC(=O)c1c(NC(=O)/C=C/c2ccc3c(c2)OCO3)sc(C)c1C	11	12	-66	35	21	-13	0.6	23	-0.0049
O=C(C1=C[C@H](C2CCCCC2)C[C@H](OCCCCO)O1)N1CCN(Cc2ccccc2)CC1	-2	7	6	1	-6	-22	-0.2	-3	-0.7
COc1ccc([N+](=O)[O-])cc1NC(=O)CCN1CCN(c2ccccc2)CC1	-1	7	6	-4	-11	-8	0.3	10	0.37
O=C(CCC(=O)N1CCN(c2ccccc2F)CC1)c1ccc(F)cc1	12	4	3	3	0	-23	1.7	-4	-4.1
CC(C)(C)c1nc2c(C#N)c(-c3ccc(Cl)cc3)ccn2n1	-9	-15	-26	-13	-6	-22[20 µM]	-0.9	4	-2
O=C(/C=C\c1ccc(-c2ccccc2)o1)c1ccccc1	9	5	-21	-3	2	-23	0.9	-4	-0.22
CCOC(=O)N1CCN(C(=O)COc2cccc3c2CCN(Cc2ccccc2F)C3=O)CC1	-7	-4	5	-24	-15	-11	-1.2	-2	-1.2
O=C(CN(c1ccccc1)S(=O)(=O)c1ccccc1)NCCSc1nc2ccccc2s1	-3	3	5	-3	-2	-24[20 µM]	0.1	1	0.54
Cc1cc(S(=O)(=O)N2CCN=C2c2ccccc2)c(C)cc1Cl	1	4	11	-11	-3	-16	-0.1	2	-0.79

Two compounds picked at random from the list so far, as already listed:
SMILES	FXIa inh	FXIIa inh	Calpain2 inh	KLK5 inh	Thrombin inh	Furin inh	PERK inhibitor	Rad51 HR inh	Cl transport mod
CC(C)(C)c1nc2c(C#N)c(-c3ccc(Cl)cc3)ccn2n1	-9	-15	-26	-13	-6	-22[20 µM]	-0.9	4	-2
O=C(CN(c1ccccc1)S(=O)(=O)c1ccccc1)NCCSc1nc2ccccc2s1	-3	3	5	-3	-2	-24[20 µM]	0.1	1	0.54

Next compounds.
SMILES	FXIa inh	FXIIa inh	Calpain2 inh	KLK5 inh	Thrombin inh	Furin inh	PERK inhibitor	Rad51 HR inh	Cl transport mod
CC1(CCc2ccccc2)NC(=O)N(CC(=O)O)C1=O (stereo unspecified)	-1	15	6	1	4	-21	1.1	3	2
N#CC1=C2SCN(Cc3ccco3)CN2C(=O)CC1c1c(F)cccc1Cl (stereo unspecified)	2	5	-18	-25	-12	-37	0.5	3	.
C=CCOC(=O)C1=C(C)NC(=S)C(C#N)(CC=C)C1c1ccccc1Cl (stereo unspecified)	3	10	17	-4	-6	-5	1.1	13	0.81
CN(C)c1ccc(C(=O)OCc2ccc(Br)cc2)cc1	4	7	25	1	3	-8[20 µM]	0.9	7	.
COCCn1nnnc1C(CC(C)C)N1CCN(C(=O)c2ccco2)CC1 (stereo unspecified)	-1	5	8	3	0	-9	0.1	7	7.5*
CCCCCc1cc(=O)oc2c(C(CCN3CCCC(C)C3)c3cc(OC)c(OC)c(OC)c3)c(OC)cc(OC)c12 (stereo unspecified)	4	12	22	4	0	8	.	-14	-1.7
O=C(CNC(=O)c1ccco1)OCc1ccc(C(=O)c2ccccc2)cc1	-7	-3	24	-26	1	-17	0.3	-12	0.15
COc1ccc2cc(CN(Cc3cccs3)Cc3nnnn3Cc3ccccc3)c(=O)[nH]c2c1	12	21	-32	-8	0	0[20 µM]	-1.9	3	1.4
CC(C)(C)C(=O)/C=C/c1ccc(Oc2ccccc2)cc1	5	12	-1	1	-3	-6	1.5	.	0.95
Cn1cc(CNCc2ccc(OC(F)(F)F)cc2)c(-c2ccc3c(c2)OCCO3)n1	-2	2	-12	.	-7	-14	-1.0	5	-0.47
CCCCNC(=O)Nc1nnc(C(C)(C)C)s1	-2	3	25	-9	-8	-12	0.1	-12	1.4
CC(=O)c1sc(NC(=O)CCCOc2ccc(Cl)cc2)nc1C	-4	5	-29	5	0	-19	-1.2	-3	-0.18
Cc1ccccc1C(=O)NNC(=O)Cc1cccc2ccccc12	20	12	34	-13	-8	-14[20 µM]	0.2	-4	-0.24
Cc1occc1-c1n[nH]c(=S)n1CC(C)C	6	15	-9	-5	1	-23[20 µM]	1.0	-3	0.61
O=C(Nc1ccc2oc(-c3ccccc3F)nc2c1)c1ccco1	2	4	-46	-7	-1	-17	-0.4	2	-4.4*
Oc1[nH]c2ccccc2c1N=Nc1ccc(F)cc1	2	8	-10	-17	-10	-18	0.7	-242	i
COCCn1nnnc1CN(CCc1ccccc1)Cc1cc2cc(OC)ccc2[nH]c1=O	.	.	.	.	.	-14[20 µM]	-0.2	7	0.97
Cn1c(=O)c2c(=O)cc(NNC(=O)C(C)(C)C)[nH]c2n(C)c1=O	1	0	-7	-24	1	-12[20 µM]	0.6	-3	0.022
O=c1[nH]c(-c2cccnc2)nc2sc(-c3ccccc3)cc12	-5	5	-404	-12	-11	-31	-0.1	0	-0.48
Cc1cc2c(c(SCC(=O)Nc3ccc(C)c(C)c3)n1)C(=O)OC2	1	14	-6	-2	7	-16	-1.1	28	-1.3
CCn1ccc(-c2ccccc2)c(C#N)c1=O	-7	-4	-43	-12	-3	-9	1.1	2	-0.44
CC1CC(C)(C)NC(=S)S1 (stereo unspecified)	-6	8	-13	4	-5	-11	0.2	4	-1.4
CCc1ccc(C2=NN(c3ccc(S(N)(=O)=O)cc3)C(c3ccc(F)cc3)C2)cc1 (stereo unspecified)	-14	-71	i	i	-47	-130[20 µM]	0.2	0	0.55
Cc1cc2c(c(=O)n1CCc1ccccc1)C(c1ccco1)C(C#N)=C(N)O2 (stereo unspecified)	3	17	16	-4	0	-26[20 µM]	0.2	-8	0.04
CN(C)S(=O)(=O)N(CC(=O)Nc1ccc2ccccc2c1)c1ccccc1	20	10	-10	-4	-1	-17[20 µM]	-0.9	12	-2.3
Cc1ccc(OCc2n[nH]c(=S)n2N)cc1C	-2	9	-25	1	101*	-36	0.7	6	-0.7

Look-ups from the results shown.
Under FXIIa inh, CCn1ccc(-c2ccccc2)c(C#N)c1=O is entered as -4
Under Cl transport mod, Cc1cc2c(c(=O)n1CCc1ccccc1)C(c1ccco1)C(C#N)=C(N)O2 (stereo unspecified) is entered as 0.04
Under Cl transport mod, CCc1ccc(C2=NN(c3ccc(S(N)(=O)=O)cc3)C(c3ccc(F)cc3)C2)cc1 (stereo unspecified) is entered as 0.55
Under FXIIa inh, CC1CC(C)(C)NC(=S)S1 (stereo unspecified) is entered as 8
Under KLK5 inh, Cc1ccc(OCc2n[nH]c(=S)n2N)cc1C is entered as 1
